Mtb UGM inh: M. tuberculosis UGM enzyme inhibitors, primary screen, biochemical, fluorescence polarization, single point | purified UGM, fluorescence polarization probe displacement | inhibition, % at 10 µM | AID 504406, 2011 | 0.06% of 320,000 active; in the data active = inhibition above about 10%, passing the limit was not always enough
FadD28 FP inh: inhibitors of FadD28 bisubstrate probe binding, primary screen, biochemical, fluorescence polarization, single point; inhibition, % at 12.5 µM; Mycobacterium tuberculosis FadD28 fatty-acid-AMP ligase; 0.22% of 360,000 active; in the data active = inhibition above about 8.5%, passing the limit was not always enough
BioA inh: M. tuberculosis BioA enzyme inhibitors, primary screen, biochemical, plate reader, single point, HTS; inhibition, % at 9.99 µM; AID 602481, 2012; purified M. tuberculosis BioA enzyme; 0.096% of 360,000 active; 7,8-diaminopelargonic acid synthase BioA (Mycobacterium tuberculosis); in the data active = inhibition above about 40%
PfHsp40 yeast: rescue of yeast from PfHsp40 toxicity, primary screen, S. cerevisiae, ATP luminescence. 0.68% of 340,000 active. S. cerevisiae expressing PfHsp40, growth rescue. growth rescue, % at 12.5 µM. AID 504582, 2011; in the data active = growth rescue above about 28%, passing the limit was not always enough;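 also: yeast W303a lacking pdr1 and pdr3 grown in galactose medium; growth measured after three days at 30 °C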
Y pestis TopoI: Yersinia pestis topoisomerase I inhibitors, primary screen, biochemical, cleavage product accumulation, plate reader, single point | 0.064% of 360,000 active | DNA topoisomerase I (Yersinia pestis CO92) | activity, % at 10 µM | AID 504884, 2011 | Y. pestis Topo-I cleavage product accumulation; in the data active = activity above about 50%, passing the limit was not always enough; also: inactives centre near 2
BH1578 lux ind: inducers of Vibrio cholerae quorum light production without autoinducers, primary screen, BH1578 luxS cqsA deficient, single point; V. cholerae BH1578 lux reporter, luminescence, 6 h; activation, % at 18.7 µM; 0.16% of 350,000 active; in the data active = activation mostly above about 9.7%, no sharp cut-off; also: not every result past the cut was called active; inactives centre near 0; reference of the scale not given here
GDH-TPI inh: GDH-TPI coupling enzyme inhibitors, primary screen, artefact control for M. tuberculosis FBA inhibitor project, biochemical, absorbance, full deck; GDH-TPI coupled enzyme counterscreen, NADH absorbance; inhibition, % at 4.8 µM; 1.2% of 360,000 active; in the data active = inhibition above about 30%;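 also: 0% = DMSO wells and 100% = wells lacking the enzyme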
TcdB inh: TcdB glycohydrolase inhibitors, primary screen, biochemical, single point, plate reader; 0.24% of 350,000 active; TcdB glycohydrolase enzymatic assay; Toxin B (Clostridioides difficile), P18177; inhibition, % at 9.99 µM; AID 652162, 2013; in the data active = inhibition above about 10%
Target sequence (P18177 whole entry, looked up): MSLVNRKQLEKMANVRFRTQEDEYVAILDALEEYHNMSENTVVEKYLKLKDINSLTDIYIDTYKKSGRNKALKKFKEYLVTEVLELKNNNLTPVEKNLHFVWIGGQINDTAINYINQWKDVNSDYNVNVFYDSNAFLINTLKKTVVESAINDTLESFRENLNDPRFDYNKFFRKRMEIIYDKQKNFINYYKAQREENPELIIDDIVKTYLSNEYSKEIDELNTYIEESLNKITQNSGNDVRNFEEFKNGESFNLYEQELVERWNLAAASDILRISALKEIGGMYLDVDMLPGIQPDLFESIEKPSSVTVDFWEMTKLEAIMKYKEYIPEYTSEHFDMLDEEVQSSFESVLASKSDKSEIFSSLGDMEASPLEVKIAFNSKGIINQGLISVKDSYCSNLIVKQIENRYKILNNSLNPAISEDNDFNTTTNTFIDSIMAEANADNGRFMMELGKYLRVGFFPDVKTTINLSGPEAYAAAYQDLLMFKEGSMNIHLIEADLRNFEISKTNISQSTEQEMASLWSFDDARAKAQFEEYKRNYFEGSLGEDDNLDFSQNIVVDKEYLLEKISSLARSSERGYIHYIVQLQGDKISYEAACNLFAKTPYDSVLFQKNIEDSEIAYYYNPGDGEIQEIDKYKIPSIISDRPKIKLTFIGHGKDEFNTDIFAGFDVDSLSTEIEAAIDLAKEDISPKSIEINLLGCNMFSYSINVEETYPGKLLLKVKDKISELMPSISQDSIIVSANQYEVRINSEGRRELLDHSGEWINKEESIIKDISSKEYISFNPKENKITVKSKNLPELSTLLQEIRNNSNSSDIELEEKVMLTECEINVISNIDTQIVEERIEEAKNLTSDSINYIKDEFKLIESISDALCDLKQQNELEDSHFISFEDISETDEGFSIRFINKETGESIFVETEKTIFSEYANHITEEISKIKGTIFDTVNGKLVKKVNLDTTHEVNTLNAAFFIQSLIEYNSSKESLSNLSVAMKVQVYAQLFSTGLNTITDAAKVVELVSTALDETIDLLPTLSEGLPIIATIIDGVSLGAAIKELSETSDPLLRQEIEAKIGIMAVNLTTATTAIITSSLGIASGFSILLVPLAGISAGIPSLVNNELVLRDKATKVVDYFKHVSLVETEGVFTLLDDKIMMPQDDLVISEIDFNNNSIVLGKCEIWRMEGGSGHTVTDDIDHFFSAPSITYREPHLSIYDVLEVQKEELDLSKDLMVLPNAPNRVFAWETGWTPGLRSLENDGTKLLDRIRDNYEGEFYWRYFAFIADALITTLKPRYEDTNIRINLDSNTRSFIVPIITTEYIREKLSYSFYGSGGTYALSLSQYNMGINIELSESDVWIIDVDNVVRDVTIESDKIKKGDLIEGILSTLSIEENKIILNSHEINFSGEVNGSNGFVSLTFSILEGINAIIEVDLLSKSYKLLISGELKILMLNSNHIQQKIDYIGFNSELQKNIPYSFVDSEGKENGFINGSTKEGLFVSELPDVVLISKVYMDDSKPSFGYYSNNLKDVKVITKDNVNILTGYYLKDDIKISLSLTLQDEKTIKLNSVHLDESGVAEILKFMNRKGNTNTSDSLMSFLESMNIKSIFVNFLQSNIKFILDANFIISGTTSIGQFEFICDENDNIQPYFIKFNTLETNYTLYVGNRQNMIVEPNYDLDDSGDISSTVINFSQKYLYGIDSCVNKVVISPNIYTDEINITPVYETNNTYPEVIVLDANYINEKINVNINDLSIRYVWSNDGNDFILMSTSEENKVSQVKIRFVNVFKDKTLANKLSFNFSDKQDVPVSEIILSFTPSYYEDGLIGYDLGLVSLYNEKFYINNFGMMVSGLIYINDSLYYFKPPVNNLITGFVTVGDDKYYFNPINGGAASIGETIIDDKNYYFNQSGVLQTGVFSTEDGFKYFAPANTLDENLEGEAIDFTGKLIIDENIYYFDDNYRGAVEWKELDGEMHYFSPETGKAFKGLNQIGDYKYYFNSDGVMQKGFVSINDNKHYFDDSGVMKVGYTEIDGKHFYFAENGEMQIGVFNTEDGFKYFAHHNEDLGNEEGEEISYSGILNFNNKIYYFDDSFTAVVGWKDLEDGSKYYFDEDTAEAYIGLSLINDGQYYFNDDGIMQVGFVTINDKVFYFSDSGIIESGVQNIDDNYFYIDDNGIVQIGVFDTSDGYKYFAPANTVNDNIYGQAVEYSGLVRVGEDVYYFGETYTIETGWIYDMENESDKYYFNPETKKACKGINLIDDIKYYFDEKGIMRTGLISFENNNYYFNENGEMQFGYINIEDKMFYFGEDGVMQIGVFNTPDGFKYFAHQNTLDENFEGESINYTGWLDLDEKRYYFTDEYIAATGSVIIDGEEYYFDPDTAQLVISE
FBA Mtb inh: Mtb FBA enzyme inhibitors, primary screen, biochemical, fluorescence, strain H37Rv; Fructose-bisphosphate aldolase (Mycobacterium tuberculosis (strain ATCC 25618 / H37Rv)), …; purified M. tuberculosis FBA, fluorescence read-out; inhibition, % at 1 µM; 2.3% of 360,000 active; AID 588726, 2011; in the data active = inhibition above about 27%;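 also: 0% = vehicle and 100% = reference inhibitor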
Starred values were filed as active, the others as inactive; i = inactive; / = no result given.

1) CC(=O)Nc1ccc(NC(=O)COc2c(C)cc(Br)cc2C)cc1
2) O=C(Nc1c(C(=O)O)[nH]c2ccccc12)NC1CCCCC1
3) CC(=O)n1nc(-c2cccc(C)c2)nc1SCC(=O)Nc1ccccc1
4) Cc1cccc(/C=N/NC(=O)c2cc(-c3cccnc3)nc3c2c(C)nn3-c2ccccc2)c1
5) COCc1cc(=O)n2[nH]c(C(F)(F)F)nc2n1
6) CC1CCN(C(=O)C2CCC(C)(C(=O)O)C2(C)C)CC1 (centres undefined)
7) COc1cccc(NC(=O)C2=COCCO2)c1
8) CCN1CCN(S(=O)(=O)c2ccc(Cl)c(C(=O)N(CC)CC(=O)Nc3ccc(OC)cc3)c2)CC1

assay / entry	1	2	3	4	5	6	7	8
Mtb UGM inh	0.8	-2.5	0.0	-1.3	1.6	3.8	-0.4	1.3
BioA inh	/	0.1	0.6	0.6	-2.4	/	4.9	-1.0
PfHsp40 yeast	0.0	-0.2	-1.9	-0.6	0.9	-1.7	-1.1	0.7
FBA Mtb inh	-2	35*	-1	4	1	3	4	0
Y pestis TopoI	20	0	-6	4	-3	5	-10	6
BH1578 lux ind	-1.6	i	-4.3	0.4	i	-0.3	0.0	-1.7
FadD28 FP inh	-3.1	0.3	-4.3	-1.8	0.0	-0.4	-2.1	-3.7
TcdB inh	0.1	/	/	/	/	/	2.4	0.2
GDH-TPI inh	-7	3	14	9	5	2	-10	7

9) C=CCn1c(O)c(N=NC(=S)Nc2ccccc2F)c2ccccc21
10) Cc1ccc(C2=NC(C(F)(F)F)(C(F)(F)F)c3c(n(-c4ccc(F)cc4)c(=O)[nH]c3=O)N2)cc1
11) CCOc1ccc(N(CC(=O)Nc2cccc(N(C)S(C)(=O)=O)c2)S(=O)(=O)c2ccccc2)cc1
12) CCCS(=O)(=O)N1CCC(C(=O)N2CCC(Cc3ccccc3)CC2)CC1
13) CSc1nc2ccsc2c(=O)n1-c1ccccc1
14) COc1cccc(NC(=O)CN(C)C(=O)c2cc(-c3ccco3)nc3ccccc23)c1
15) CCOC(=O)N1CCC(NC(=O)CC(NS(=O)(=O)c2ccc(Cl)cc2)c2ccco2)CC1 (centres undefined)
16) O=C(NCc1ccc(F)cc1)C1CCC(CNS(=O)(=O)c2cccs2)CC1 (centres undefined)

assay / entry	9	10	11	12	13	14	15	16
Mtb UGM inh	0.0	5.4	-0.7	4.0	3.2	/	-0.1	3.2
BioA inh	/	/	/	-2.7	1.8	-1.0	5.1	-1.7
PfHsp40 yeast	18	1.2	0.3	-0.8	-0.3	0.0	-0.8	0.8
FBA Mtb inh	-9	2	1	2	-4	69*	0	1
Y pestis TopoI	-6	3	8	-4	7	3	16	12
BH1578 lux ind	-0.3	i	-0.5	i	-1.0	-1.4	-3.6	-0.2
FadD28 FP inh	1.1	-0.7	-3.2	-2.2	-3.8	-4.3	-1.8	-1.5
TcdB inh	-0.2	/	/	/	1.0	5.6	/	0.3
GDH-TPI inh	11	10	3	4	3	14	4	5

17) CCN1CCN(c2nc(-c3cccs3)nc3ccccc23)CC1
18) O=C1C2C3C=CC(C4CC34)C2C(=O)N1/N=C/c1cccs1 (centres undefined)
19) Cc1ccc(S(=O)(=O)NCc2ccccc2)cc1
20) Cc1cc(C)n(-c2ccc(C(=O)NCc3cccs3)cc2)n1
21) COc1ccc(OC)c(C(c2nnnn2CCc2ccccc2)N2CCN(c3ccccc3)CC2)c1 (centres undefined)
22) O=S(=O)(c1cccs1)N1CCN(CC(O)COc2cc(Cl)ccc2Cl)CC1 (centres undefined)
23) O=c1[nH]c(CN2CCN(Cc3ccc4c(c3)OCO4)CC2)nc2ccccc12
24) O=C(CCCOc1cccc(Br)c1)NCCOc1ccccc1

assay / entry	17	18	19	20	21	22	23	24
Mtb UGM inh	-1.3	0.3	0.6	-0.6	0.2	0.4	4.0	-0.9
BioA inh	-1.3	/	-0.7	2.3	-3.5	-0.2	2.9	2.2
PfHsp40 yeast	-0.4	-0.7	0.7	-1.3	0.2	4.1	0.8	4.5
FBA Mtb inh	0	-3	-2	-4	-1	1	8	0
Y pestis TopoI	2	8	11	0	31	4	2	33
BH1578 lux ind	-1.0	-0.1	i	2.1	i	i	4.5	-0.4
FadD28 FP inh	-3.6	0.3	1.9	-1.3	-3.3	0.1	-2.9	-5.4
TcdB inh	1.6	1.4	2.1	/	/	1.1	/	-2.6
GDH-TPI inh	10	4	6	4	-8	10	-10	-7

25) CSc1ccccc1NC(=O)c1ccc([N+](=O)[O-])cc1
26) CN=C1C([N+](=O)[O-])=CC=C2C1=NC1(CCCCC1)N2O
27) O=C(COC(=O)c1cc(F)c(F)cc1Cl)NC1CCCCCC1
28) Nc1cccnc1-n1nc(C(F)(F)F)cc1C(F)(F)F
29) Cc1nc2sc3c(c2c(=O)n1/N=C/c1cccnc1)CCCC3
30) CCCC(c1nnnn1C1CCCCC1)N1CCN(C2CCCC2)CC1 (centres undefined)
31) O=C1CCCC2=C1C(c1cccc(Br)c1)n1nc(-c3ccco3)nc1N2 (centres undefined)
32) O=C1CCCN1C(=O)COc1ccc([N+](=O)[O-])cc1

assay / entry	25	26	27	28	29	30	31	32
Mtb UGM inh	-0.5	0.2	/	3.3	1.7	-0.7	/	2.7
BioA inh	/	/	-1.1	-1.5	12	-2.5	-0.4	-1.9
PfHsp40 yeast	-0.7	0.8	/	-1.3	-0.4	-0.8	-1.7	0.4
FBA Mtb inh	3	1	-1	5	0	5	5	-3
Y pestis TopoI	-7	-9	11	0	-1	8	2	-2
BH1578 lux ind	1.5	-0.4	5.6	i	-1.4	i	-0.3	-1.8
FadD28 FP inh	1.7	0.9	-0.8	0.0	-2.8	-1.4	-8.8	0.2
TcdB inh	-0.1	-0.1	-0.6	0.3	0.0	/	2.0	-0.8
GDH-TPI inh	8	5	8	-4	5	9	18	7

33) CCn1cc(CN2CCC(C(=O)Nc3cccc(-c4cccc(Cl)c4)c3)CC2)c(C)n1
34) CC1(C)CC(=O)C2=C(C1)Nc1cc3c(cc1C2c1ccc(F)cc1)OCO3 (centres undefined)
35) COc1ccc(NC(C)=O)cc1NC(=O)c1cccc(S(=O)(=O)N2CCc3ccccc32)c1
36) Cc1ccc(F)cc1NC(=O)c1cnccn1
37) COc1cccc(NC2=C(NCCO)C(=O)c3ccccc3C2=O)c1
38) COc1cc2c(cc1OC)CN(C(=O)CCCN1C(=O)c3ccccc3C1=O)CC2
39) O=C(/C=C/c1ccc(-c2ccccc2[N+](=O)[O-])o1)c1ccc(F)cc1
40) COc1ccc2nc3c(cc2c1)c(NC(=O)CC(C)C)nn3CC(C)C

assay / entry	33	34	35	36	37	38	39	40
Mtb UGM inh	-0.9	1.1	-2.7	3.4	0.4	-0.5	0.5	0.6
BioA inh	-1.8	-1.3	-0.3	/	0.2	0.4	-0.4	-6.4
PfHsp40 yeast	-0.1	-1.5	0.1	-1.0	-1.9	0.4	1.6	1.7
FBA Mtb inh	6	10	-5	-5	2	3	-4	15
Y pestis TopoI	6	8	27	1	-6	-1	13	2
BH1578 lux ind	/	i	i	-0.4	i	i	i	i
FadD28 FP inh	-16	0.6	-4.4	-2.4	1.3	0.1	-3.6	/
TcdB inh	0.6	/	0.6	0.6	-3.3	/	/	0.8
GDH-TPI inh	-2	10	-3	-8	9	11	12	1

41) O=C(COc1ccc(Cl)cc1[N+](=O)[O-])N1CCCCCC1
42) O=C(O)Cc1ccc(NC(=S)Nc2cccc(Cl)c2Cl)cc1
43) O=C1CCN(C(=S)NCc2ccccc2)CC1
44) CC(C)c1ccc(C2CC(=O)c3cnc(N4CCc5ccccc5C4)nc3C2)cc1 (centres undefined)
45) COCCCNC(=O)Cc1c(C)c2c(cc(C)c3c(C(C)(C)C)coc32)oc1=O
46) O=C(CCc1nc2ccccc2c(=O)[nH]1)NCc1cccc(Cl)c1
47) CS(=O)(=O)N1CCN(C(=O)COc2ccc3ccccc3c2)CC1
48) O=S(=O)(Nc1nccs1)c1ccc(NS(=O)(=O)c2cccs2)cc1

assay / entry	41	42	43	44	45	46	47	48
Mtb UGM inh	3.1	-0.8	-0.7	-1.3	-2.1	-0.5	/	1.3
BioA inh	0.5	/	-1.1	-1.3	1.4	/	-1.2	-0.5
PfHsp40 yeast	-0.1	-0.1	-0.5	-1.9	1.6	-1.6	1.2	1.1
FBA Mtb inh	3	4	-2	-2	36*	2	-2	-5
Y pestis TopoI	-5	-6	3	-2	42	-8	-7	-6
BH1578 lux ind	i	-0.3	-0.3	i	-0.4	1.6	-0.2	-2.0
FadD28 FP inh	0.7	1.2	-0.4	-1.7	-2.9	-3.4	-1.7	-2.0
TcdB inh	0.6	/	-0.7	/	0.8	/	1.5	/
GDH-TPI inh	8	10	0	13	7	-1	-6	2

49) O=C(Nc1nc(-c2ccc(Cl)s2)cs1)c1ccccc1
50) Cc1ccc(S(=O)(=O)NCc2ccc(N3CCN(C(=O)OC(C)(C)C)CC3)cc2)cc1
51) O=C(NNS(=O)(=O)c1ccc(F)cc1)C1CCCCC1
52) COc1ccc(N(CC(=O)NCC2CCCO2)S(=O)(=O)c2ccc(C)cc2)cc1OC (centres undefined)
53) COc1ccc(CN2CCN(c3ncccn3)CC2)c(C)c1C
54) CCCCN(CC)c1nc(N)c(C#N)c(CC#N)c1C#N

assay / entry	49	50	51	52	53	54
Mtb UGM inh	0.9	-1.4	-2.3	-1.3	-3.7	-2.0
BioA inh	-1.3	-3.8	-2.0	-0.8	0.8	2.8
PfHsp40 yeast	1.1	0.9	0.3	-0.3	1.0	-1.0
FBA Mtb inh	2	1	3	0	1	1
Y pestis TopoI	-6	9	1	10	12	-3
BH1578 lux ind	i	-0.7	-1.8	i	-0.2	i
FadD28 FP inh	-6.6	-0.1	-2.7	-1.5	-1.1	-4.5
TcdB inh	/	0.8	0.4	/	0.7	/
GDH-TPI inh	4	-3	7	6	18	17

For convenience, part of the list above:
1) CC(=O)Nc1ccc(NC(=O)COc2c(C)cc(Br)cc2C)cc1
2) O=C(Nc1c(C(=O)O)[nH]c2ccccc12)NC1CCCCC1

assay / entry	1	2
Mtb UGM inh	0.8	-2.5
BioA inh	/	0.1
PfHsp40 yeast	0.0	-0.2
FBA Mtb inh	-2	35*
Y pestis TopoI	20	0
BH1578 lux ind	-1.6	i
FadD28 FP inh	-3.1	0.3
TcdB inh	0.1	/
GDH-TPI inh	-7	3

Results in GDH-TPI inh and BioA inh, for two of the compounds above:
no.	SMILES	GDH-TPI inh	BioA inh
53	COc1ccc(CN2CCN(c3ncccn3)CC2)c(C)c1C	18	0.8
49	O=C(Nc1nc(-c2ccc(Cl)s2)cs1)c1ccccc1	4	-1.3
